# Assay outcomes (PubChem BioAssay)
# PPARg SRC-2 ag = agonists of PPARg-SRC-2 recruitment, primary screen, biochemical, HTS; hit rate 0.34% among 200,000; Peroxisome proliferator-activated receptor gamma (Homo sapiens), P37231; PPARgamma LBD-SRC-2 recruitment; activation, % at 8 µM; in the data active = activation above about 22%;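 note: 0% = vehicle and 100% = reference agonist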
# Target sequence (P37231 whole entry, looked up, the tested form may be a part): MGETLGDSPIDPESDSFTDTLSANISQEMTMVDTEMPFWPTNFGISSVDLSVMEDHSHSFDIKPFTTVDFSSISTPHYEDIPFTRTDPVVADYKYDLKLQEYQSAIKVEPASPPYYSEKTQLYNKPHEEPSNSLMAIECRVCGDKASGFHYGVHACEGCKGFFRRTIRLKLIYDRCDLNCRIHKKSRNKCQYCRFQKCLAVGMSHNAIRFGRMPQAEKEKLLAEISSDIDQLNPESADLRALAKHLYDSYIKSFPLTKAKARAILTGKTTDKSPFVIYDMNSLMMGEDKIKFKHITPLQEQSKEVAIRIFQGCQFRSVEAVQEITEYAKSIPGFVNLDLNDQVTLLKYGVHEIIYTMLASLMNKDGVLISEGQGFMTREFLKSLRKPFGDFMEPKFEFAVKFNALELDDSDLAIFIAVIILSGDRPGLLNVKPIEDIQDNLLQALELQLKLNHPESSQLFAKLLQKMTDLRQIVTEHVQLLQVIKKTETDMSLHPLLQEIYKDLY
# bIAP inh = bovine intestinal alkaline phosphatase inhibitors, primary screen, selectivity assay for TNAP inhibitor project, biochemical, bovine IAP, CDP-star luminescence | inhibition, % at 20 µM | purified bovine IAP, 30 min | AID 1019, 2008 | alkaline phosphatase, intestinal [Bos taurus] | 190,000 tested, under 10 active;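 active = over 50% inhibition of intestinal alkaline phosphatase at 20 µM in the single-dose screen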
#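 test system = bovine IAP enzyme | medium = DEA buffer 100 mM, pH 9.8, with MgCl2 1.0 mM, ZnCl2 0.02 mM | detection = luminescence | dosing = single compound dose of 20 µM, 2% DMSO final | incubation = 30 min reaction at room temperature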
# TNAP act hi DEA = TNAP activators at high phosphate acceptor level, primary screen, biochemical, luminescence, uHTS | 200,000 tested, under 10 active | activation factor at 20 µM | purified TNAP, CDP-star luminescence, 1 M DEA, 30 min; active compounds read high; 0 = EDTA background, 1 = DMSO-only activity;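 active = activation factor at least 2 at 20 µM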
# Target sequence (P05186 whole entry, looked up): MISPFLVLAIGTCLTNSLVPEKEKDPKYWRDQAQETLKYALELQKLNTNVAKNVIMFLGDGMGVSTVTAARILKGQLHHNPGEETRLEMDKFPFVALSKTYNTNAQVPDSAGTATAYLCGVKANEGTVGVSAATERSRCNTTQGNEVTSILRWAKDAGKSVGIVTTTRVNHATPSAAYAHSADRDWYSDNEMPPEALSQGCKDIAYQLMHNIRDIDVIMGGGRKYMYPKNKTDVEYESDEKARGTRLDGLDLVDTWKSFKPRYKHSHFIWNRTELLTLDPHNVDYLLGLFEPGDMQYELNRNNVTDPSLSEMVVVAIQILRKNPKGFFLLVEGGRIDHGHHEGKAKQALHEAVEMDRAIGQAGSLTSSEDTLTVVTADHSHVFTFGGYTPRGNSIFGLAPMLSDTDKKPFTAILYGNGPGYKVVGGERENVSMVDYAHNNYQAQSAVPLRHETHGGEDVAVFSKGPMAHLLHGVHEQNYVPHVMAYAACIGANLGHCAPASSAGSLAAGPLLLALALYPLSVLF
#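 Control set: EDTA negative control, DMSO positive control / Assay system: human TNAP / Quantity: TNAP 1/800 final / Evaluation: TNAP activation factor scaled between EDTA and DMSO control wells / Measured by: luminescent substrate turnover signal / Compound dosing: one dose, 20 µM / Times: 30 min enzyme reaction at room temperature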
# PPARg SRC-1 ag = PPARgamma agonists recruiting SRC-1 coactivator, primary screen, biochemical; Peroxisome proliferator-activated receptor gamma (Homo sapiens), P37231; PPARgamma-SRC-1 coactivator recruitment biochemical assay; activation, % at 8 µM; hit rate 0.41% among 200,000; in the data active = activation above about 19%;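 note: 0% = DMSO and 100% = reference agonist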
# SRC2 TRFRET art = TR-FRET signal artefacts, primary screen, artefact control for PPARgamma SRC-2 agonist project, biochemical; TR-FRET artefact counter-screen; active compounds read high; TR-FRET ratio at 8 µM; hit rate 0.4% among 200,000; AID 1049, 2008; in the data active = TR-FRET ratio above about 2000; note: inactives centre near 1500
# HMGR II inh = inhibitors of E. faecalis class II HMGR, primary screen, biochemical, Enterococcus faecalis; HMG-CoA reductase (Enterococcus faecalis, mvaE); inhibition, % at 10 µM; purified E. faecalis HMGR, NADPH absorbance 340 nm kinetic; hit rate 0.41% among 190,000;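 active = inhibition above a set limit, the median over all tested compounds plus 3 SD, cut at about 9.5% in these data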;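 note: enzyme runs in reverse so mevalonate oxidation gives rising NADPH absorbance; 0% = complete reaction with DMSO and 100% = background rate lacking mevalonate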
# bIAP act = bovine intestinal alkaline phosphatase activators, primary screen, biochemical, bovine IAP, CDP-star luminescence; purified bovine IAP, 30 min; active compounds read high; fold of DMSO-control signal, blank-subtracted; activation factor at 20 µM; hit rate 0.17% among 200,000; AID 1016, 2008;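 active = activation factor of 2 or more at 20 µM, a signal rise over negative controls twice the positive control's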
# TNAP inh noacc = human TNAP enzyme inhibitors, primary screen, biochemical, luminescent, no phosphate acceptor, uHTS; Alkaline phosphatase, tissue-nonspecific isozyme (Homo sapiens), P05186; purified TNAP, CDP-star luminescence, 30 min; inhibition, % at 20 µM; hit rate 0.26% among 200,000;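 active = tissue-nonspecific alkaline phosphatase inhibition above about 50% at 20 µM in the single-dose screen, limit read from the data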;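 note: 0% = DMSO negative control and 100% = EDTA positive control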
# TNAP inh hi DEA = human TNAP enzyme inhibitors, primary screen, biochemical, luminescent, high phosphate acceptor level, uHTS; Alkaline phosphatase, tissue-nonspecific isozyme (Homo sapiens), P05186; purified TNAP, CDP-star luminescence, 1 M DEA; inhibition, % at 20 µM; hit rate 0.03% among 200,000; AID 1135, 2008;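 active = over 50% inhibition of tissue-nonspecific alkaline phosphatase at 20 µM in the single-dose screen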;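 note: plate controls were DMSO wells for no effect and EDTA-quenched wells as full inhibition for full effect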
# PPARg SRC3 recr = PPARgamma agonists recruiting SRC-3 coactivator, primary screen, biochemical. Peroxisome proliferator-activated receptor gamma (Homo sapiens), P37231. biochemical PPARgamma/SRC-3 coactivator recruitment assay. activation, % at 8 µM. hit rate 0.26% among 200,000. AID 731, 2007; in the data active = activation above about 23%;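 note: 0% = DMSO and 100% = reference agonist; some compounds past the cut are filed as inactive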
# Numbers without * were called inactive; · = not tested or not shown. Rows were taken by chance; any-hit rate near 1.6%.
Molecule	PPARg SRC-1 ag	bIAP inh	SRC2 TRFRET art	PPARg SRC3 recr	TNAP inh hi DEA	HMGR II inh	PPARg SRC-2 ag	bIAP act	TNAP act hi DEA	TNAP inh noacc
CCCn1c(=S)[nH]c2cc(C(=O)N3CCc4ccccc4C3)ccc2c1=O	12	-4	1829	-1	5	-5	17	1	1	4
O=C(CN(c1ccccc1)S(=O)(=O)c1ccccc1)NCCSc1nc2ccccc2s1	2	-1	1601	-2	-1	-3	-1	1	1	-6
COc1ccc2cc3cc(C(=O)NC(C)C)oc3nc2c1	2	12	1621	-2	1	-1	3	0.9	1	-20
COc1cc(OC)cc(C(=O)NC(=S)NCCc2ccccc2)c1	-1	8	1670	11	-6	-3	13	0.9	1.1	-11
O=c1[nH]c(=O)n(Cc2ccccc2)c2nc(-c3ccco3)cc(C(F)(F)F)c12	4	7	1568	-7	-4	-4	-1	0.9	1	1
CCCC(=O)NC(=S)Nc1cccc(Cl)c1N1CCCC1	4	14	1589	4	-5	0	3	0.9	1	-14
Cc1ccc(OCCSc2nc3ncnc(N)c3[nH]2)cc1	19	-7	1799	5	-4	3	9	1.1	1	-16
Cc1ccc(NC(=O)CCC(=O)NNC(=O)Cc2ccccc2)cc1C	8	-13	1629	5	-4	5	3	1.1	1	-11
COC(=O)c1ccc(CN2C(=O)NC3(CCC(C)CC3)C2=O)o1 (centres undefined)	5	14	1490	4	-3	-1	1	0.9	1	9
COc1ccc(C(=O)N[C@H](C(=O)NCC2CCCCC2)C(C)C)cc1	4	-2	1539	-9	-4	3	1	1	1	-14
O=C(Nc1ccccc1C(=O)NC1CCCCC1)c1ccco1	0	10	1731	-3	-1	-7	5	0.9	1	-8
CCC1CCC(C(=O)NC(CCSC)C(=O)NCCN(CC(C)C)CC(C)C)CC1 (centres undefined)	12	-17	1611	-1	-3	-4	-7	1.2	1	-13
CC(=O)C1=C(O)C(=O)N(CCCCCC(=O)O)C1c1ccc(N(C)C)cc1 (centres undefined)	8	4	1516	6	2	0	5	1	1	-8
COCc1[nH][nH]c(=O)c1C=Nc1ccc(F)cc1F	-2	0	1565	-1	-2	-3	9	1	1	-2
Cc1ccccc1Nc1nc(N)nc(CSc2nc3ccccc3c(=O)n2CCCO)n1	-2	-12	1364	0	-6	1	-2	1.1	1.1	-10
CC1(C)NC(=O)N(c2ccccc2Cl)C1(C)NO (centres undefined)	-2	20	1632	-2	-2	-3	-1	0.8	1	-7
Clc1ccc(C2=C3CCCCn4c(-c5ccccc5)c[n+](c43)C2)cc1	-2	30	1508	1	-4	-2	7	0.7	1	-7
COC(=O)c1ccc(N(C(=O)c2ccco2)C(C(=O)NC2CCCC2)c2ccco2)cc1 (centres undefined)	3	-7	1352	6	-4	-2	-6	1.1	1	-8
CC(=O)Nc1ccc(S(=O)(=O)N2CCN(CC(O)COc3ccc4ccccc4c3)CC2)cc1 (centres undefined)	4	-2	1617	-4	-3	0	7	1	1	-7
CC(C)Cn1c(SCC(=O)Nc2ncccn2)nc2ccccc21	5	-8	1597	3	-2	0	-7	1.1	1	1
CN(C)c1nc(C(=O)OCCO)nc(N(C)C)n1	0	4	1497	-11	-3	3	-5	1	1	-11
Cc1cccc(NC(=O)CSc2nccn2C)c1	0	·	1455	-5	·	·	-3	·	·	·
CC1(C)CC2(CC(c3ccccc3)c3ccc(O)cc3O2)NC(=S)N1 (centres undefined)	0	25	1449	2	-2	-2	5	0.8	1	-1
CCN(CC1COc2ccccc2O1)S(=O)(=O)c1ccc(C)cc1 (centres undefined)	-2	1	1528	0	-4	1	4	1	1	-9
Clc1ccc(-c2nnc(SCc3ccon3)o2)c(Cl)c1	4	8	1592	-7	-3	-3	12	0.9	1	-12
COc1ccc(CC2S/C(=C(\C#N)C(=O)NCc3ccco3)N(c3ccc(C)cc3)C2=O)cc1 (centres undefined)	-13	10	1586	-5	-6	-2	-1	0.9	1.1	-13
CCCCn1c(=O)n(CC(=O)Nc2ccc(OC)c(Cl)c2)c(=O)c2c1nc(CO)n2CCC	5	1	1477	4	1	-4	5	1	1	-5
O=C(CSc1nc(C2CCCCC2)n(-c2ccccc2)n1)NCC(F)(F)F	-3	17	1470	3	-1	-7	7	0.8	1	-13
CN(Cc1ccccc1)c1ncnc(N)c1[N+](=O)[O-]	8	5	1766	1	-5	-1	6	0.9	1	-9
O=C(c1ccc(Cl)cc1)N1CCN(C(=O)c2ccco2)CC1	8	0	1473	18	-2	-4	10	1	1	-6
O=[N+]([O-])c1cc(/C=N/N2CCN(c3ccccc3)CC2)ccc1Cl	9	5	1427	4	-2	-2	-3	1	1	-3
CCOc1ccc(-n2cc(C(=O)N3CCC(C)CC3)c3cc(OC)c(OC)cc3c2=O)cc1	-5	-8	1546	5	0	-3	-6	1.1	1	-7
Cc1cccc(OC(=O)C2C(c3ccccc3)C(C(=O)O)C2c2ccccc2)c1 (centres undefined)	4	2	1496	2	-4	-8	11	1	1	-7
O=P(CCCCCCCCCP(=O)(c1ccccc1)c1ccccc1)(c1ccccc1)c1ccccc1	-4	24	1432	-12	-19	3	-3	0.8	1.2	-70
CCNC(=S)Nc1cc(OC)c(NC(=O)c2ccco2)cc1OC	0	8	1598	2	-3	-3	6	0.9	1	-6
CC1(c2cccc([N+](=O)[O-])c2)CC(C)(C)N(C(=O)c2ccccc2)c2ccccc21 (centres undefined)	-2	4	1633	-1	2	3	-2	1	1	-4
COc1ccc(Cl)cc1S(=O)(=O)N1CCCC1=O	0	12	1575	2	-3	3	-1	0.9	1	-4
Cc1cc(S(=O)(=O)NCCN(C)C)c(C)s1	6	-5	1461	-1	-3	0	7	1.1	1	-1
O=C(Nc1ncc(Cc2ccc(Cl)cc2Cl)s1)c1ccc([N+](=O)[O-])cc1	11	18	1537	1	7	-2	0	0.8	0.9	2
Cc1c(NC(=O)C23CC4CC(CC(C)(C4)C2)C3)c(=O)n(-c2ccccc2)n1C	-2	-4	1593	-3	-5	-11	3	1	1.1	-12
Cc1ccccc1-n1c(SCc2c(C)noc2C)nnc1-c1ccncc1	-2	-10	1456	8	-2	-5	0	1.1	1	-9
Clc1ccc(CNc2nnnn2-c2ccccc2)c(Cl)c1	5	24	1474	12	-5	-2	16	0.8	1	21
CCC1SC2=NC(C)=C(C(=O)OC)C(c3ccc(C)cc3)N2C1=O (centres undefined)	4	-2	1674	-1	-7	0	9	1	1.1	-14
CC(C)CNC(=O)COC(=O)c1cc(S(=O)(=O)N2CCCCC2)ccc1N1CCOCC1	-5	-2	1447	-5	-7	-2	0	1	1.1	-6
Nc1nc(-c2ccc(Br)cc2)cs1	6	19	1627	0	-2	-3	2	0.8	1	-8
CCOc1c(Cl)cnn(-c2ccc(C)cc2)c1=O	6	-3	1577	9	0	-3	11	1	1	-6
COc1cc(C(=O)NCC(=O)OCCN2C(=O)c3ccccc3C2=O)cc(OC)c1OC	3	1	1367	-2	-5	2	-8	1	1.1	-8
CCOC(=O)C(NC(=O)CC)(Nc1ccccc1OC)C(F)(F)F (centres undefined)	-3	8	1572	-6	-7	-5	0	0.9	1.1	-14
COc1ccc(NCc2n[nH]nc2-c2ccccc2)cc1Cl	1	-7	1502	-3	-2	1	1	1.1	1	-9
COC(=O)CSc1nnc(-c2cccnc2)n1C	5	-8	1590	0	-2	-3	-8	1.1	1	-12
Cc1nn(Cc2cccc(F)c2)c(C)c1NC(=O)c1c(Cl)cnn1C	1	7	1421	0	-6	-3	-5	0.9	1.1	-10
C=CCn1c(SCC(=O)NCc2ccco2)nc2ccccc2c1=O	1	0	1563	0	-4	-2	-6	1	1	-17
O=C(O)c1cccc(C(=O)Nc2cccc(NC(=O)C3CCCO3)c2)c1 (centres undefined)	4	-1	1462	0	-3	-1	4	1	1	-3

# Grouped by structure, the entries above with a furan ring, fused or not.
Molecule	PPARg SRC-1 ag	bIAP inh	SRC2 TRFRET art	PPARg SRC3 recr	TNAP inh hi DEA	HMGR II inh	PPARg SRC-2 ag	bIAP act	TNAP act hi DEA	TNAP inh noacc
COc1ccc2cc3cc(C(=O)NC(C)C)oc3nc2c1	2	12	1621	-2	1	-1	3	0.9	1	-20
O=c1[nH]c(=O)n(Cc2ccccc2)c2nc(-c3ccco3)cc(C(F)(F)F)c12	4	7	1568	-7	-4	-4	-1	0.9	1	1
COC(=O)c1ccc(CN2C(=O)NC3(CCC(C)CC3)C2=O)o1 (centres undefined)	5	14	1490	4	-3	-1	1	0.9	1	9
O=C(Nc1ccccc1C(=O)NC1CCCCC1)c1ccco1	0	10	1731	-3	-1	-7	5	0.9	1	-8
COC(=O)c1ccc(N(C(=O)c2ccco2)C(C(=O)NC2CCCC2)c2ccco2)cc1 (centres undefined)	3	-7	1352	6	-4	-2	-6	1.1	1	-8
COc1ccc(CC2S/C(=C(\C#N)C(=O)NCc3ccco3)N(c3ccc(C)cc3)C2=O)cc1 (centres undefined)	-13	10	1586	-5	-6	-2	-1	0.9	1.1	-13
O=C(c1ccc(Cl)cc1)N1CCN(C(=O)c2ccco2)CC1	8	0	1473	18	-2	-4	10	1	1	-6
CCNC(=S)Nc1cc(OC)c(NC(=O)c2ccco2)cc1OC	0	8	1598	2	-3	-3	6	0.9	1	-6
C=CCn1c(SCC(=O)NCc2ccco2)nc2ccccc2c1=O	1	0	1563	0	-4	-2	-6	1	1	-17
